KAT2A inh = blocks human GCN5L2 histone acetyltransferase; 0.21% of 390,000 active; Potency, µM (series often up to 58.9 µM), inactives show top-dose activity change, negative = inhibition, usual class: inhibitors; GCN5L2 HAT assay, ThioGlo1 CoA-SH fluorescence
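Titration-based screen in which CoA formation is detected via maleimide probe ThioGlo1 (50uM) turning fluorescent on thiol reaction; substrates H3(1-25) 75uM and acetyl-CoA 70uM, GCN5L2 20nM, 20 min incubation at room temperature.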
N370S GC = inhibits or activates N370S mutant glucocerebrosidase; Potency, µM (top dose mostly 59.4 µM), inactives show top-dose activity change, negative = inhibition, usual class: inhibitors; AID 2101; 0.092% of 330,000 active; N370S GC spleen homogenate, 4MU-glucoside fluorescence;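 note: 0% = full enzyme activity and -100% = no enzyme basal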
FEN1 inh = blocks human flap endonuclease 1; Recombinant FEN1 flap cleavage, fluorescence, 15 min; Potency, µM (series often up to 114 µM), inactives show at the top dose activity change, negative = inhibition, hits mostly inhibitors; 0.35% of 390,000 active; P39748; note: nearly all actives have a fitted effect of over 65% in size
Target sequence (P39748 whole entry, looked up): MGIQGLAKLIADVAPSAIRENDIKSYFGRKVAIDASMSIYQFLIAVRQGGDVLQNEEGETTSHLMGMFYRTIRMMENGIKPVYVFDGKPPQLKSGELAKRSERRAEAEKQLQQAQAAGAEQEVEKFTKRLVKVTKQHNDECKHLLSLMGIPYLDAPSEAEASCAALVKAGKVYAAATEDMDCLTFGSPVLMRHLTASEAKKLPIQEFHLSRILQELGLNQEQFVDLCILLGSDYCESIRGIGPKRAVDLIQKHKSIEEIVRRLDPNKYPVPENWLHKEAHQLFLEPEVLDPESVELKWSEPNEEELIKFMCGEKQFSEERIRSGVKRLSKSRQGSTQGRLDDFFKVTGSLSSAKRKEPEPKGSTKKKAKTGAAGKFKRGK
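FEN1 at 10 nM, compound pretreatment for 15 min (room temperature), 50 nM final substrate to initiate; endpoint reads at 0 and 15 min; DMSO-only plates used as vehicle background.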
* = called active by the depositor; ? = inconclusive; / = not tested or not shown; & = joins results of further samples; [ ] = dose if it differs, or a comment. Calls come from the whole dose curve; as a rule, active = well fitted curve in the direction sought with a large enough effect; inconclusive = small, poorly fitted or top-dose-only effect, or another doubt; inactive = no such curve, though single readings can be large; an effect the other way counts as inactive or inconclusive. Unless noted, % is set by controls: 0 for no effect and ±100 for the full control effect; potency is the fitted concentration of half-maximal effect.

KAT2A inh | N370S GC | FEN1 inh | SMILES
-6% | -25% | 1% | Cc1ccc(C(C(=O)NCCc2ccccc2)N(C(=O)c2csnn2)C2CC2)cc1 (stereo not drawn)
-2% | 2% | -14% | CC1CCCC(NC(=O)c2nn(C)c3c2CS(=O)(=O)c2ccccc2-3)C1C (stereo not drawn)
-2% | 5% | ? | O=C(NNc1c2ccccc2nc2ccccc12)c1ccc(O)cc1
27% | 11% | 12% | C/C=C/C(=O)N1CC2(CC(c3cccc(NC(=O)CC)c3)=NO2)C[C@H]1C(N)=O (stereo partly drawn)
-12%&-17% | / | -23%&-7% | CNC(=O)c1cc(Oc2ccc(NC(=O)Nc3ccc(Cl)c(C(F)(F)F)c3)cc2)ccn1
-10% | -7% | 0% | CC1CCN(S(=O)(=O)c2ccc(NC(=O)C3CC(=O)N(c4ccccc4)C3)cc2)CC1 (stereo not drawn)
-1% | -2% | -9% | CCn1cc(C(=O)NCc2cccc(C(F)(F)F)c2)c(=O)c2ccc(C)nc21
-7% | / | -6% | Cc1ccc(NC(=O)COC(=O)c2ccc(Br)o2)cc1S(=O)(=O)N1CCCCC1
-3% | / | 11% | Cc1nc(N2CCCC2)c2c(C(=O)Nc3cccc(Cl)c3C)c(C)oc2n1
-5% | -3% | -1% | OC12CCCCC1C(c1ccc3c(c1)OCO3)N(Cc1ccccc1F)CC2 (stereo not drawn)
0% | -4% | 7% | O=C(NCc1ccc2c(c1)OCO2)c1cc2c(s1)CS(=O)(=O)C2
24% | -11% | -8% | COc1ccc(/C=C/C(=O)OC2CCCCC2CN(C)C)cc1 (stereo not drawn)
-13% | / | -16% | CC(CCc1ccccc1)NC(=O)CSc1n[nH]c(-c2ccccc2)n1 (stereo not drawn)
-5% | / | 14% | CC(C)(C)NC(=O)C(c1ccc(-c2ccccc2)cc1)N(C[C@H]1CC[C@@H]([C@@H]2CC[C@H](CO)O2)O1)C(=O)c1ccccc1F (stereo partly drawn)
-16% | ? | 4% | COc1cccc(C(=O)Nc2cccc(-c3ccccc3)c2)c1
-3% | 22% | -24% | N#CCSc1nc2c(cc1C#N)CCCCCC2
-9% | -7% | / | COCCN(Cc1cc2cc3c(cc2[nH]c1=O)OCO3)C(=O)c1cccs1
-3% | 6% | 3% | N#C/C(=C/c1ccc(Sc2nc3ccccc3[nH]2)o1)c1cccc(F)c1
-1% | 1% | 5% | Cc1ccc(C)c(NC2=NCC(=O)N2c2ccc3c(c2)OCCO3)c1
-6% | 2% | 11% | Cc1ccc(CCN2CCN=C2N(C)C)cc1
? | ? | -26% | Oc1ccccc1-c1nc2c3ccccc3c3ccccc3c2[nH]1
-24% | ? | 5% | Cc1cc(=O)oc2c3c(cc(OCC(=O)NCCC(=O)O)c12)OC(C)(C)CC3
-7% | 22% | -14% | CC1CCCC(C)N1C(=O)c1ccccc1Nc1ccc(SC(F)F)cc1 (stereo not drawn)
4% | 1% | -3% | CCOC(=O)N1CCC(N2C(=O)c3ccccc3C2Nc2cc(C)cc(C)c2)CC1 (stereo not drawn)
1% | 6% | -7%&-6% | Cc1ccc(NC(=S)N/C(=N/S(=O)(=O)c2ccccc2)c2ccccc2)cc1
? | 0% | -3% | CC1(C)CC(C(N)=S)CCO1 (stereo not drawn)
-7% | -25% | -7% | O=C(c1cccnc1)N1CCN(c2ccc([N+](=O)[O-])cc2Cl)CC1
-5% | / | 9% | CC(=O)c1ccc(NC(=O)CSc2cn(CC(=O)N3CCCCC3)c3ccccc23)cc1
-1% | 1% | -3% | CC1Cc2ccccc2N1S(=O)(=O)c1cccc(C(=O)N2CCN(c3ncccn3)CC2)c1 (stereo not drawn)
9% | 0% | / | Cn1cccc1C(=O)N1CCC2(CCN(Cc3ccccc3)CC2)CC1

KAT2A inh | N370S GC | FEN1 inh | SMILES
3% | 0% | -4% | COc1ccccc1Nc1nc(C)cc(=O)[nH]1
4%&0% | 3%&3%&7% | -21% | CCCn1c(=O)[nH]c(=O)c2[nH]cnc21
-5% | 6% | 6% | COC(=O)/C(C#N)=C(/Nc1ccc(F)c(Cl)c1)C(F)(F)F
-6% | 15% | -1% | O=C(CSc1nc(-c2ccncc2)nn1CC(=O)N1CCCCC1)NC1CCCC1
? | 21% | -16% | O=C1CN(C(=O)COC(=O)c2ccccc2NCc2ccco2)c2ccccc2N1
-7% | -18% | 5% | COc1ccc(OCC(=O)N2c3ccc(C)cc3C3CN(C)CCC32)cc1 (stereo not drawn)
-17% | -4% | -3% | CC(NC(=O)C(=O)NCCN1CCN(C(=O)c2ccc([N+](=O)[O-])cc2)CC1)c1ccccc1 (stereo not drawn)
0% | -4% | -8% | Cc1scc(C(=O)NNC(=S)NC(C)c2ccccc2)c1C (stereo not drawn)
2% | 5% | 32% | Cc1cc(=O)oc(C)c1C(=O)NCC(C)NC(=O)c1c(C)cc(=O)oc1C (stereo not drawn)
-2% | -3% | 11% | CCN(CC(=O)Nc1ccc2c(c1)OCCO2)C(=O)c1cc(=O)[nH]c2ccccc12
-2% | -1% | -7% | Cc1ccc(CSCCNS(C)(=O)=O)cc1
-3% | / | -13% | Cc1cc(NC(=O)CSc2n[nH]c(-c3ccc(Cl)cc3Cl)n2)no1
-7% | 13% | 3% | CN(CC(=O)Nc1ccc(Cl)c(Cl)c1)Cc1nnc(-c2ccc(F)cc2)o1
-6% | 1% | 1% | COc1cccc(CN2CCNC(=O)C2CC(=O)NCCCN2CCCC2=O)c1 (stereo not drawn)
-1%&-10% | 4% | -11%&-18% | CCOC(=O)c1cc2c(=O)n3ccccc3nc2n(C(C)C)c1=NC(=O)c1c(-c2c(F)cccc2Cl)noc1C
-9% | 27% | -4% | O=C(Nc1ccc(F)cc1)c1cccnc1N1CCCCC1
-13% | 3% | 1% | Cc1cc(C)nc(Nc2nc3ccccc3s2)n1
-13% | 11% | -1% | CCN(CCCNC(=O)C1CCC(=O)N1Cc1ccc(C)cc1)c1cccc(C)c1 (stereo not drawn)
-4% | 4% | -19% | CCN1CCN(c2ccc(NC(=O)c3ccc([N+](=O)[O-])o3)cc2Cl)CC1
-17% | 1% | / | CC(C)C[C@H](NC(=O)CN(C)C(=O)[C@H](Cc1ccccc1)NC(=O)[C@H](Cc1ccccc1)NC(=O)[C@H](CCC(N)=O)NC(=O)[C@H](CCC(N)=O)NC(=O)[C@@H]1CCCN1C(=O)[C@H](CCCCN)NC(=O)[C@@H]1CCCN1C(=O)[C@@H](N)CCCN=C(N)N)C(=O)N[C@@H](CCS(C)(=O)=O)C(N)=O
3% | / | 1% | Cc1csc2nc(COc3ccc(NC(=O)C(C)C)cc3)cc(=O)n12
14% | / | 4% | Cc1cccc(NC(=O)CSc2ncc3c(n2)-c2ccccc2N(Cc2ccc(F)cc2)S3(=O)=O)c1C
-7% | 1% | 2% | CCCn1nnc(NC(=O)c2cc(Br)cc(Br)c2OC)n1
-3% | / | 8% | Nc1nc(SCC(=O)Nc2ncc(Cl)cc2Cl)n[nH]1
-8% | -4% | 17% | COc1cccc(NC(=O)c2cnc[nH]2)c1
-8% | -14% | -12% | NS(=O)(=O)c1ccc(NC(=O)COC(=O)C2(c3ccccc3F)CCCC2)cc1
34%[activator] | ? | -8% | O=C(NCc1ccccc1)C(=O)Nc1nc(C23CC4CC(CC(C4)C2)C3)cs1
-2% | -2% | -4% | COc1ccc(C(=O)NC(=S)NNC(=O)c2ccccc2O)cc1
-3% | 11% | ? | O=[N+]([O-])c1ccc(/C=N/Nc2ccc3ccccc3c2)o1
-15% | ? | -17% | Cc1ccc2c(CN(C)Cc3cccc(F)c3)cc(=O)oc2c1C

Record cards, as listed above. Screens in order: KAT2A inh | N370S GC | FEN1 inh
Cc1cc(=O)oc(C)c1C(=O)NCC(C)NC(=O)c1c(C)cc(=O)oc1C (stereo not drawn) across the screens: 2% | 5% | 32%
Cc1cc(NC(=O)CSc2n[nH]c(-c3ccc(Cl)cc3Cl)n2)no1 across the screens: -3% | / | -13%
CCN(CC(=O)Nc1ccc2c(c1)OCCO2)C(=O)c1cc(=O)[nH]c2ccccc12 across the screens: -2% | -3% | 11%

Additional entries:
KAT2A inh | N370S GC | FEN1 inh | SMILES
-7% | -17% | -2% | COCCSc1ccccc1C(=O)Nc1ccccc1C(C)C
-4% | -8% | -6% | Cc1ccc(NS(=O)(=O)c2ccc(C(=O)N3CCCC(C(F)(F)F)C3)cc2)cc1 (stereo not drawn)
-4% | 0% | -2% | CCC(=O)Nc1nnc(-c2cccs2)s1
-10% | 5% | -2% | COc1ccccc1NC(=O)c1ccc(NC(=O)CN(C)Cc2ccccc2F)cc1
2% | -14% | -11% | CC(Oc1ccc2c(-c3ccccc3)cc(=O)oc2c1)C(=O)NCCCN1CCOCC1 (stereo not drawn)
-12% | -10% | 7% | Cc1cc(NC(=O)CSc2ccc3nnc(-c4ccc(F)cc4)n3n2)no1
-16% | 2% | -1% | Cc1ccc(CSCC(=O)NCc2ccc3c(c2)OCO3)cc1
? | -15% | 1% | CCOC(=O)C1(Cc2ccccc2C)CCCN(C(=O)CCc2cccnc2)C1 (stereo not drawn)
9% | 5% | -1% | CCOC(=O)CSc1n[nH]c(NC(=O)c2ccc(F)cc2)n1
-3% | -7% | -4% | C/C(=N/NC(=O)CNC(=O)CCc1ccccc1)c1ccc(Cl)cc1
3% | -2% | -7% | COc1ccc(NC(=O)CSc2nnc(NC(=O)c3ccc(S(=O)(=O)N4CCOCC4)cc3)s2)cc1
24% | / | 6% | CCCOC(=O)c1c(NC(=O)c2cc3nc(-c4ccc(OC)cc4)cc(C(F)(F)F)n3n2)sc2c1CCCC2
-6% | -9% | 0% | COc1cccc(C2CCCN2Cc2nc(-c3cnccn3)no2)c1 (stereo not drawn)
0% | / | -7% | COc1ccc(Br)c2c1-c1nc(NC(=O)c3ccccc3SC)sc1C2
-19% | / | -15% | Cc1cc(C)cc(OCCSc2nc3ccc(NC(=O)c4cccs4)cc3s2)c1
-6% | ? | 2% | Cc1cc(Br)cc2c(C(=O)Nc3c(C)n(C)n(-c4ccccc4)c3=O)cc(-c3cccs3)nc12
-19% | -2% | -8% | CC1(N2CCCCC2)CC2(O)C(=[N+]1[O-])CCC/C2=N\O (stereo not drawn)
-23% | -7% | -14% | O=C(N/N=C/c1ccccc1O)c1cccc2ccccc12
2% | ? | -3%&-22% | c1ccc2c(c1)cnc1ccccc12
-3%&0% | -5% | -3%&0% | CC(C)OCCCNC(=O)c1ccc2c(c1)NC(=O)c1ccccc1S2
1% | -5% | 2% | O=C(CCN1CCN(Cc2ccccc2)CC1)NNC(=O)Nc1cccc([N+](=O)[O-])c1
2% | 22% | -4% | Cc1ccc2cc(-c3noc(C(C)(C)C)n3)c(=O)[nH]c2c1
-10% | / | -4% | O=C(CN1C(=O)NC2(CCOc3ccccc32)C1=O)Nc1cccc([N+](=O)[O-])c1 (stereo not drawn)
-20% | / | -21% | COc1ccc(CCNc2nc(-c3ccc(Cl)cc3)cc(C(F)(F)F)n2)cc1OC
-3% | 1% | -3% | COc1ccc(/C=C/C(=O)Nc2cc(S(=O)(=O)N3CCOCC3)ccc2C)cc1OC
-9% | 10% | -20% | CCOC(=O)c1ccc(NC(=S)NC(=O)COc2ccccc2)cc1
-14% | 5% | 4% | CCOc1ccc(N(C)S(=O)(=O)c2ccc(-c3ccc(=O)[nH]n3)s2)cc1
-7% | ? | ? | CCCCCCCCCCCCCCCC[N+](C)(C)CCN(Cc1ccc(OC)cc1)c1ncccn1
-1% | 14% | 0% | Cc1ccc([N+](=O)[O-])cc1N/C=C1\CCCCC1=O
-4% | -13% | -1% | COc1ccccc1Nc1nc(N)nc(CN2CCc3ccccc3C2)n1

KAT2A inh | N370S GC | FEN1 inh | SMILES
-10% | 19% | -1% | COc1cc(OC)cc(C(=O)NCCC(c2ccccc2)c2ccccc2)c1
-7% | 4% | -14% | C=CCn1c(SCC(=O)NC(=O)NC2CCCC2)nnc1C1CCCCC1
-1% | 5% | 17% | Cc1ccc(C)c(C(=O)N2CCN(c3ncccn3)CC2)c1
-1% | 10%&4% | / | CCCCC[C@H](O)/C=C/[C@@H]1[C@@H](CC(=O)CCCCC(=O)O)[C@@H](O)C[C@H]1O

Three compounds from above, sorted by the number in KAT2A inh, lowest first:
KAT2A inh | N370S GC | FEN1 inh | SMILES
-10% | 19% | -1% | COc1cc(OC)cc(C(=O)NCCC(c2ccccc2)c2ccccc2)c1
-7% | 4% | -14% | C=CCn1c(SCC(=O)NC(=O)NC2CCCC2)nnc1C1CCCCC1
-1% | 10%&4% | / | CCCCC[C@H](O)/C=C/[C@@H]1[C@@H](CC(=O)CCCCC(=O)O)[C@@H](O)C[C@H]1O

Reformatted: entries from further up.
Sequence of screens – KAT2A inh, N370S GC, FEN1 inh
> C=CCn1c(SCC(=O)NC(=O)NC2CCCC2)nnc1C1CCCCC1
  -7%, 4%, -14%
> Cc1ccc(C)c(C(=O)N2CCN(c3ncccn3)CC2)c1
  -1%, 5%, 17%

Among those listed so far, 2 contain a COOH group.
KAT2A inh | N370S GC | FEN1 inh | SMILES
-24% | ? | 5% | Cc1cc(=O)oc2c3c(cc(OCC(=O)NCCC(=O)O)c12)OC(C)(C)CC3
-1% | 10%&4% | / | CCCCC[C@H](O)/C=C/[C@@H]1[C@@H](CC(=O)CCCCC(=O)O)[C@@H](O)C[C@H]1O

Compound activity as filed in PubChem BioAssay.

Not a hit list. Share with any hit: about 0.54%.
